ERp5 block: inhibitors of human ERp5 | AID 651711 | ERp5 insulin aggregation, absorbance 650 nm, 90 min | 350,000 compounds, 0.05% hits | inhibition, % at 9.99 µM;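 active = mean replicate inhibition above about 25%, with every replicate also reaching it, limit read from the data, passing the limit was not always enough; inconclusive = only one of those two criteria met; inactive = neither criterion met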
S100A4 inh HTS: S100A4-myosin IIA interaction inhibition. 360,000 compounds, 0.14% hits. inhibition, % at 10.7 µM. S100A4/TAMRA-MyoIIA peptide fluorescence polarization. P26447;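 active = mean inhibition of at least 70% across replicates, with every replicate also reaching that level; inconclusive = mean inhibition reaches 70% but some replicates fall short; inactive = mean inhibition below 70%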
Target sequence (P26447 whole entry, looked up): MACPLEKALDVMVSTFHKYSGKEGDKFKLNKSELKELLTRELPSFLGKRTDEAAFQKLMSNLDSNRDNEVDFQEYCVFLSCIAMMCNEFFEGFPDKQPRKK
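Test system: S100A4 monomer protein. Medium: HEPES buffer with Ca2+, pH 7.2. Reagent: fluorescent myosin IIA peptide, 5 nM. Compound dosing: single-point compound testing. Timing: 5 min between mix addition and reading. Benchmarks: DMSO neutral and TFP positive wells.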
Xi reactivation: activators of X-chromosome reactivation in mouse fibroblasts; 360,000 compounds, 0.055% hits; AID 743238; XiGFP mouse fibroblasts, % GFP-positive cells imaging, 3 d; cells co-treated with 5-aza-dC sensitizer; scaled so ellipticine positive control = 100%; activation, % at 7.58 µM;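 active = mean normalized replicate activation at least 10% and every replicate at or above 10%; inconclusive = only one of the two criteria met; inactive = mean below 10% and not all replicates reach 10%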;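 also: 0% = median of on-plate neutral control wells and 100% = ellipticine 6 µM median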
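System: 68-5-11 XiGFP fibroblast line; Timing: 3 days compound exposure; Compound dosing: one concentration, pinned; Benchmarks: positive control ellipticine, 6 µM final; Buffer or medium: DMEM containing 5-aza-dC.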
RAD52 anneal inh: RAD52 (human) annealing inhibition | recombinant RAD52 DNA annealing, FRET fluorescence | inhibition, % at 18.7 µM | 360,000 compounds, 0.46% hits | AID 651710;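 active = every replicate showing at least 50% inhibition; inconclusive = mean inhibition at least 50% but not in every replicate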
esBAF inh: inhibitors of esBAF chromatin remodeling in mouse ES cells; Bmi1-luciferase knock-in reporter, 24 h; 100% = twice the neutral-well signal; 350,000 compounds, 2% hits; reporter increase, % at 12.5 µM; in the data active = activation above about 40%; inconclusive = no clear call, values can overlap the other calls;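 also: 0% = median of the plate's neutral control wells and 100% = double that signal; a rise in the Bmi1 reporter signal indicates esBAF inhibition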
RAD54 branch: inhibitors of human RAD54 branch migration | Q92698 | RAD54 Holliday junction branch migration, FAM/BHQ fluorescence | inhibition, % at 10.4 µM | 360,000 compounds, 0.14% hits | AID 602329;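 active = mean normalized replicate activity at least 40 and at least half of replicates scoring 40 or more; inconclusive = only one of the two criteria met; inactive = mean below 40 and under half of replicates reaching 40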;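 also: 0% = median of neutral control wells and 100% = median of positive control wells; inhibitors cause a drop in the FAM fluorescence signal; in these data hits start at about 50%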
Target sequence (Q92698 whole entry, looked up): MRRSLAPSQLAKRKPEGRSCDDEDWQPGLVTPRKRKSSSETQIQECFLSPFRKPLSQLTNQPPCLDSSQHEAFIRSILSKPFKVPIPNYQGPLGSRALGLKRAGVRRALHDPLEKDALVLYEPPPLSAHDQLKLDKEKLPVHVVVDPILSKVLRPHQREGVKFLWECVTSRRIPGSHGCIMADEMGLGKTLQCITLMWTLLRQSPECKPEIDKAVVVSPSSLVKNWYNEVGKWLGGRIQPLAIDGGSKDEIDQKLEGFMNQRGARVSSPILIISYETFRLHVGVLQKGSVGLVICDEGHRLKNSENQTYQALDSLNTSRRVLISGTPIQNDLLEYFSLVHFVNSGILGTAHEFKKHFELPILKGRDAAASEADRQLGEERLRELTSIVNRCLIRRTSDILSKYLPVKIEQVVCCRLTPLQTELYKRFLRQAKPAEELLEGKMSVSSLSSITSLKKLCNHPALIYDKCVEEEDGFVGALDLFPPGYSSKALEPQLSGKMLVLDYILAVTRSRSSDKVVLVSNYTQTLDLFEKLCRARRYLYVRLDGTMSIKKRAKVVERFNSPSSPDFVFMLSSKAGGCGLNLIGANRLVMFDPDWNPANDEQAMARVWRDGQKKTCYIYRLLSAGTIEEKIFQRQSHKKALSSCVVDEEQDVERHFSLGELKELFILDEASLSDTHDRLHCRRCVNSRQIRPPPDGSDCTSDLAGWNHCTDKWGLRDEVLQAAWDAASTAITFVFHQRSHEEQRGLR
ERAP1 inh: blocks human ERAP1 aminopeptidase activity; Q9NZ08; recombinant ERAP1, Leu-AMC fluorescence, 60 min; inhibition, % at 10.7 µM; 340,000 compounds, 0.15% hits; AID 652197;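 active = mean replicate inhibition of at least 30%, or all replicates individually reaching that 30% level; inactive = mean below 30% and not every replicate reaching it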;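 also: 0% = neutral control wells and 100% = L-leucinethiol positive control wells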
E-selectin induc: E-selectin induction on HUVECs | activation, % at 7.58 µM | HUVEC E-selectin immunofluorescence imaging; normalized: neutral wells 0, TNF-alpha wells 100 | 260,000 compounds, 0.37% hits | P16581;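 active = mean E-selectin-positive cell signal at least 10% of the positive control, reached in at least 60% of replicates, without over 20% cell loss; inconclusive = no rule given, readout overlaps actives, possibly toxicity-flagged; inactive = the rest, including those meeting only one limit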;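 also: in these data hits start at about 27%; measured in HUVEC primary endothelial cells; signal is the percent of cells scored E-selectin positive by PE staining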
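Assay system: HUVEC, human umbilical vein endothelial cells / Amount: 3,000 HUVEC/well / Controls: TNF-alpha positive control, DMSO neutral control / Compound dosing: single concentration / Medium: EGM-2 over gelatin coat / Evaluation: percent E-selectin-positive cells / Signal: immunofluorescence imaging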
Starred values were filed as active, the others as inactive; ? = inconclusive; / = not tested or not shown.

structure	ERp5 block	S100A4 inh HTS	Xi reactivation	RAD52 anneal inh	esBAF inh	RAD54 branch	ERAP1 inh	E-selectin induc
COc1ccc(N2CCN(c3ccc(N4C(=O)CC(C)C4=O)cc3[N+](=O)[O-])CC2)cc1 (configuration not stated)	5	2	0.1	-7	3	-7	/	-0.7
O=C(COC(=O)c1ccc(O)cc1O)N=c1sccn1Cc1ccccc1Cl	3	-5	0.0	-11	10	-3	-4	/
COc1ccc(NC(=O)Nc2cccc3c2O[C@H](CN(C)S(=O)(=O)c2ccc(OC)cc2)[C@H](C)CN([C@@H](C)CO)C3=O)cc1	7	2	0.0	0	2	-3	-1	-0.3
COC(=O)C[C@@H]1C[C@@H]2c3cc(NC(=O)c4cccnc4)ccc3O[C@@H]2[C@H](CO)O1	-4	0	0.6	-6	1	-4	0	-0.1
COc1ccc([N+](=O)[O-])cc1N(CC(=O)NC1CCCCC1)S(C)(=O)=O	-11	4	0.0	-10	2	0	1	/
O=C(NCc1ccccc1)c1cccc2c(-c3cccnc3)coc12	1	-8	-0.1	-3	8	0	0	0.3
CCOc1cc(/C=N/Nc2cccc(C(=O)O)c2)ccc1OCC(=O)N1CCCCC1	-2	1	0.0	-12	/	/	22	/
C/C(=N\NC(=O)c1cc(C(C)(C)C)[nH]n1)C12CC3CC(CC(C3)C1)C2	6	-4	0.3	-13	-4	-2	0	0.1
COc1ccc(N2CSC(=S)N(c3ccc(OC)cc3)C2)cc1	5	22	0.1	-5	/	0	1	-0.1
CCCc1nn2c(=O)cc(CSCC(=O)Nc3cccc(C)c3)nc2s1	-15	-7	0.4	-5	-5	-3	3	/
CCSc1nnc(NC(=O)[C@@H](NC(=O)c2ccccc2)C(C)C)s1	3	2	-0.1	0	7	/	2	-0.1
COC(CNC(=O)c1ccc(CS(=O)(=O)c2ccccc2)o1)OC	4	-4	0.0	-13	-1	1	1	0.1
COCC(=O)N(C)C[C@@H]1Oc2ncc(C#Cc3ccccc3OC)cc2C(=O)N([C@@H](C)CO)C[C@H]1C	-4	5	-1.2	1	8	-2	1	-0.2
Cc1cccc(/C=N/Nc2ccc3ccccc3n2)c1	4	9	0.0	-22	-80	/	-12	/
CCCCCCN1CCN(C2CN(Cc3cn(CCCCCC)nn3)S(=O)(=O)C2)CC1 (configuration not stated)	-5	0	0.0	0	/	/	/	-0.6
Cc1cccc(NC(=O)CCCn2c(=S)[nH]c3ccccc3c2=O)c1	9	-6	0.0	5	-6	-3	5	/
O=C(CN(c1cccc([N+](=O)[O-])c1)S(=O)(=O)c1ccccc1)NCc1cccnc1	3	-2	0.3	-7	-3	-8	3	0.4
O=C(Cc1ccccn1)N[C@@H]1CC[C@@H](CC(=O)N2CCCCC2)O[C@@H]1CO	1	-1	-0.2	1	5	-19	0	-0.1
Cc1nn(CC(=O)N(C)c2c(N)n(Cc3ccccc3)c(=O)[nH]c2=O)c(C)c1[N+](=O)[O-]	/	-3	0.0	-15	-1	0	1	-0.6
CC(C)N(C)S(=O)(=O)c1ccc(Cl)c(C(=O)O)c1	-5	3	0.0	-8	-9	-9	2	0.5
COc1ccc2c(c1)[C@@]1(OCCC=C[C@H]1C)C(=O)N2Cc1ccccc1C(F)(F)F	-1	-21	-0.1	-2	/	/	3	-0.3
Cc1ccc(CNC(=O)/C=C/c2ccc(S(=O)(=O)N3CCOCC3)cc2)cc1	?	6	-0.4	-2	/	/	-4	-0.2
O=C(Cc1cccnc1)N1CC2(C1)[C@H](c1ccccc1)[C@H](CO)N2C(=O)C1CCOCC1	2	0	0.1	-20	/	/	1	-0.1
C[C@@H]1CN([C@H](C)CO)C(=O)c2ccccc2-c2ccccc2CO[C@H]1CN(C)C(=O)c1cc(Cl)cc(Cl)c1	-1	1	0.3	17	/	/	1	-0.3
COc1ccc(Cl)cc1NC(=O)CCc1nnc2ccc(N3CCN(C)CC3)nn12	1	-8	0.0	11	/	/	0	/
COc1ccc(N(CC(C)C)S(=O)(=O)c2nnc(NC(=O)CC(C)C)s2)cc1	1	-8	-0.1	-16	-3	-16	-1	0.5
COc1ccc(N2CCN(C(=O)NC3CC(=O)N(c4ccc(OC)cc4)C3)CC2)cc1 (configuration not stated)	2	4	-0.2	-11	-3	4	/	0.1
COc1ccc(NC(=O)Nc2ccc3c(c2)[C@H]2C[C@H](CC(=O)NCc4ccccn4)O[C@H](CO)[C@H]2O3)cc1	3	-8	0.0	10	2	-6	-1	0.1
Cc1ccc(SCCNC(=O)c2ccc(C)c(S(=O)(=O)Nc3ccccc3C)c2)cc1	8	1	/	-24	-1	13	-1	/
CCOC(=O)c1cccc(OC(=O)CCNC(=O)c2ccc(Cl)cc2)c1	1	0	-0.6	0	-7	0	3	0.2
COc1ccc(-c2ccc([C@@H]3[C@@H](CO)N(C(=O)C4CCCCC4)[C@H]3C#N)cc2)cc1	-11	-9	0.0	-81	29	-26	2	-0.1
COC(=O)[C@@H]1[C@@H](CO)[C@@H]2Cn3c(ccc(-c4ccccc4)c3=O)[C@@H]2N1S(C)(=O)=O	-4	9	0.2	-11	-2	-6	0	-0.2
CC=Cc1ccc2n(c1=O)C[C@H]1[C@H](CO)[C@@H](C(=O)NCC)N(Cc3cocn3)[C@@H]21 (mixture of isomers)	4	-4	0.0	-24	5	2	-1	0.2
Cc1cc(C)cc(NC(=O)[C@H](Cc2c[nH]c3ccccc23)NC(=O)[C@@H]2Cc3ccccc3CN2)c1	-1	-14	/	-23	10	7	/	/
CCc1nc(N2CCN(C(=O)CCl)CC2)c2c3c(sc2n1)CC(C)CC3 (configuration not stated)	2	-5	0.0	14	-9	-6	3	0.0
Cc1ccc(NC(=O)c2cc(S(=O)(=O)N3CCCCC3)c[nH]2)cc1F	13	-1	0.2	-37	12	-11	0	0.0
C[C@H](CO)N1C[C@H](C)[C@@H](CN(C)S(=O)(=O)c2cccs2)Oc2ccc(NS(=O)(=O)c3ccc(F)cc3)cc2CC1=O	-1	0	-1.0	-13	-1	2	-1	0.8
Cc1nc(N2CCCCC2)c2c(C)c(C(=O)Nc3cccc(C(F)(F)F)c3)sc2n1	-2	6	0.3	-5	-7	-5	0	-0.1
COC(=O)C1=C(C)NC(C)=C(C(=O)OC)C1C(=O)OCC(=O)Nc1ccc(C(C)=O)cc1	0	9	0.1	1	/	/	5	/
O=C(COC(=O)c1ccc[n+]([O-])c1)Nc1ccc([N+](=O)[O-])cc1Cl	1	2	0.2	-7	-1	-4	-2	/
Cc1ccc(NC(=O)CSCC(=O)Nc2nnc(C)s2)cc1	11	-2	0.0	-15	-5	4	1	/
O=C(C[C@H]1C[C@@H]2c3cc(NC(=O)C4CCC4)ccc3O[C@@H]2[C@@H](CO)O1)NCC1CC1	-3	3	0.2	-2	-6	15	0	-0.5
Cn1c(-c2ccccc2)c(/C=N/NC(=O)c2cccnc2)c2ccccc21	-3	3	0.0	-29	/	/	-4	/
C[C@H](CO)N1C[C@H](C)[C@H](CN(C)Cc2ccccc2)Oc2c(NC(=O)Nc3ccc(C(F)(F)F)cc3)cccc2C1=O	-3	-4	0.0	28	-7	-7	-1	-0.2
Cc1ccc(Cn2c(=N)n(CC(O)COc3ccccc3)c3ccccc32)cc1 (configuration not stated)	4	-2	/	19	/	/	-1	/
COc1ccc(NC(=O)N(C)C[C@@H]2Oc3ccc(NC(=O)CCC(F)(F)F)cc3CC(=O)N([C@H](C)CO)C[C@@H]2C)cc1	-2	3	0.1	-7	-3	-2	5	-0.1
Cc1ccc(S(=O)(=O)N2CCN(C(=O)COC(=O)/C=C/c3ccc(F)cc3)CC2)c(C)c1	-4	6	0.0	-7	3	-5	-1	0.6
COc1ccc(S(=O)(=O)N(C)C[C@H]2Oc3ccc(NC(=O)C4CCCCC4)cc3CC(=O)N([C@@H](C)CO)C[C@H]2C)cc1	1	2	0.0	-4	7	-4	-1	0.1
Nc1[nH]c(C(=O)c2ccccc2)c(-c2ccccn2)c1C(=O)c1c[nH]c2ccc(F)cc12	1	-2	0.3	-15	/	/	2	-0.2
COc1cccc(CNC(=O)[C@H]2CCCN2C(=O)[C@H]2CCCN2C(=O)c2ccc(OC(F)(F)F)cc2)c1	-8	21	0.1	-10	/	/	1	-0.1
O=C(/C=C/c1ccc(F)cc1)NCCNC(=O)/C=C/c1ccc(F)cc1	-8	-2	0.0	1	/	/	-1	2.4
CC(C)OCCCNC(=O)C(Cc1ccccc1)NS(=O)(=O)c1ccc2c(c1)CCC(=O)N2 (configuration not stated)	7	0	0.0	-8	-1	-4	-3	/
O=C(Nc1ccc2oc(=O)ccc2c1)c1cc([N+](=O)[O-])ccc1N1CCOCC1	-3	-8	2.3	-1	-3	/	1	/
C[C@@H]1CN([C@@H](C)CO)C(=O)c2cc(NC(=O)Nc3ccc4c(c3)OCO4)ccc2O[C@@H](C)CCCCO[C@@H]1CN(C)C(=O)C1CCCCC1	-11	-8	0.0	9	6	-2	0	-0.3
NCC(=O)Nc1ccc(Br)cc1	-9	15	1.1	-46	-11	-2	-3	5.1
C[C@H]1CN([C@@H](C)CO)C(=O)c2cc(NC(=O)CCC(F)(F)F)ccc2O[C@H]1CN(C)Cc1ccc(C(=O)Nc2ccccc2N)cc1	4	12	0.0	2	-22	2	4	0.7
CC1CCCN(CCCNC(=O)CCn2nc(-c3ccccc3)ccc2=O)C1 (configuration not stated)	4	18	0.0	-12	/	-5	-3	/
CC(C)C#Cc1cnc2c(c1)C(=O)N([C@H](C)CO)C[C@H](C)[C@H](CN(C)C(=O)C1CCC1)O2	1	13	-0.5	15	-5	1	0	-0.1
